Screens as filed in PubChem BioAssay.
Bcl-xL primary: inhibitors of human Bcl-xL, primary screen, biochemical, fluorescence polarization, HTS. GST-Bcl-xL / FITC-Bim BH3 peptide fluorescence polarization. inhibition, % at 10.9 µM. hit rate 0.7% among 320,000. AID 2129, 2009;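 active = inhibition above the mean of all tested compounds plus 3 SD, cutoff set per campaign, cut at about 30% in these data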;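 note: 0% = DMSO wells and 100% = unlabeled Bim-BH3 peptide competitor; inhibitors lower millipolarization by displacing the labeled peptide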
Target sequence (Q07817 whole entry, looked up): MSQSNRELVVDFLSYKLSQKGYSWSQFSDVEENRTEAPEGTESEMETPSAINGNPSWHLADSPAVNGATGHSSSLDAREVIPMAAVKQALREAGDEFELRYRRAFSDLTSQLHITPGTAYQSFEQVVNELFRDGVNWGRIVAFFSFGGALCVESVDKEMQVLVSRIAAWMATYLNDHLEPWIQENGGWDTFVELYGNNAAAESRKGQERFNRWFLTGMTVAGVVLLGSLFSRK
Yeast superoxide: reduction of superoxide in aged yeast, primary screen, HTS; hit rate 0.18% among 330,000; S. cerevisiae aged cells, superoxide DHE fluorescence; stronger effect = lower value; AID 2690, 2010; superoxide response (% of plate mean), % at 10 µM;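 active = superoxide response under a set limit, about three screen SD below normal, cut at about 65% in these data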;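 note: yeast aged for seven days with compound at 30 °C before DHE staining; 100% = average MFI of all compound-treated wells on the plate with controls excluded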
Fam108B counter: mouse Fam108B serine hydrolase inhibitors, primary screen, counter-screen for RBBP9 inhibitor project, biochemical, fluorescence polarization. hit rate 0.33% among 300,000. inhibition, % at 9.51 µM. recombinant Fam108B, FP-Rh probe fluorescence polarization. AID 1947, 2009;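 active = inhibition above the screen mean inhibition plus 3 SD, computed separately per campaign, cut at about 18% in these data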;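 note: inhibitors lower polarization as less probe binds the enzyme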
ZTA counter: blocks Epstein-Barr virus ZTA, an EBNA-1 counter-screen; P03206; ZTA-DNA binding, fluorescence polarization; inhibition, % at 11 µM; hit rate 0.15% among 320,000; AID 2234; in the data active = inhibition above about 33%
Target sequence (P03206 whole entry, looked up): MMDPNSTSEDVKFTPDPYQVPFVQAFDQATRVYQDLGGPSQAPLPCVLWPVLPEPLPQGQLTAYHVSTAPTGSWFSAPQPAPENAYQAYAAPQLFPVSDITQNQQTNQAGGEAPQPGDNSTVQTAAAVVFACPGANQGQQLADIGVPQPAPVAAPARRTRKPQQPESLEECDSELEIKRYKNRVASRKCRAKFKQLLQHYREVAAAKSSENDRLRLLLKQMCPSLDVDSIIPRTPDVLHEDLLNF
EBNA-1 inhibitor: EBNA-1 DNA-binding inhibitors, primary screen, biochemical, fluorescence polarization. inhibition, % at 14.8 µM. hit rate 0.34% among 300,000. AID 1950, 2009; in the data active = inhibition above about 28%
Efflux pump mplx: inhibitors of Candida efflux pumps in yeast, primary screen, S. cerevisiae, Nile Red, multiplex | hit rate 0.44% among 330,000 | inhibition, % at 10 µM | S. cerevisiae Candida pump triplex;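 active = plate passing quality check with inhibition over a set limit, or well fluorescence over plate mean plus 4 SD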;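 note: Nile Red retained in pooled yeast measured as flow cytometry median fluorescence; 0% = buffer negative control and 100% = Enniatin B positive control; higher means more Nile Red kept so more efflux inhibition; some compounds called inactive have numbers as strong as hits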
MCL1-BIM inh: inhibitors of MCL1 binding to BIM-BH3, primary screen, biochemical, fluorescence polarization | inhibition, % at 10.9 µM | GST-MCL1 / FITC-Bim-BH3 fluorescence polarization | hit rate 0.68% among 320,000;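 active = inhibition above the mean inhibition of all tested compounds plus 3 SD, set per campaign, cut at about 40% in these data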;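 note: 0% = DMSO wells and 100% = unlabeled Bim-BH3 peptide control; higher means more loss of mP so more displacement of Bim peptide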
Target sequence (Q07820 whole entry, looked up): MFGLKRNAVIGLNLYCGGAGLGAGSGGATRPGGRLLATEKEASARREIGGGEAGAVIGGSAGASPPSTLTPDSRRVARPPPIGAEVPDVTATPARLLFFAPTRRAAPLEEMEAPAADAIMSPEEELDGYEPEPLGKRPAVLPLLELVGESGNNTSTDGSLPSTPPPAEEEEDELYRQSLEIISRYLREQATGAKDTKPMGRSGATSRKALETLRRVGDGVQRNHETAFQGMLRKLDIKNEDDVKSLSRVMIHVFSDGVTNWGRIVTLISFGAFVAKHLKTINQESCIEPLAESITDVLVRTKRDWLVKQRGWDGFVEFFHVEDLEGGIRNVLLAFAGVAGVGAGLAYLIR
MEX-5 binding: MEX-5 zinc finger RNA-binding disruptors – biochemical, C. elegans, fluorescence polarization, MLPCN library, primary screen | AID 1832, 2009 | hit rate 0.38% among 300,000 | MEX-5/FITC-TCR2 RNA binding; stronger effect = lower value | activity score (negative = inhibition of binding), % at 10 µM;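 active = inhibition past about -25% in most replicates, and total fluorescence under double the plate's negative control median, limit read from the data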;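 note: 0% = DMSO and -100% = 5 µM competing unlabeled TCR2 RNA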
GLD-1 TGE inh: GLD-1/TGE RNA complex disruptors, primary screen, biochemical, fluorescence polarization; Female germline-specific tumor suppressor gld-1 (Caenorhabditis elegans), Q17339; purified GLD-1 + fluorescein TGE RNA; inhibition, % at 5.96 µM; hit rate 0.44% among 320,000; AID 2280, 2010;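 active = percent inhibition above a per-plate cutoff, the plate mean of test compounds plus 3 SD, cut at about 30% in these data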;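 note: 0% = DMSO wells with GLD-1 and probe and 100% = wells lacking GLD-1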
The depositor's hits bear a star; . = not tested or not shown.

(1) COc1ccc(CCNC(=O)C(=O)NCC2OCCN2S(=O)(=O)c2ccc(Br)cc2)cc1OC (configuration not stated)
(2) CN=C(Nc1cc(C)nn1-c1ccccc1)c1ccc(F)cc1
(3) O=C(Cn1cc2c(n1)CCCCC2)NC1CCCCCC1
(4) FC(F)(F)c1ccc(N2CCOCC2)c(NC2=NCCCCC2)c1
(5) CN(CCOC(=O)c1ccc2c(c1)OCCO2)C(C)(C)C
(6) CCCc1nnc(NC(=O)CCC(=O)N2CCCCCC2)s1
(7) CC(C)CN(c1ccccc1)S(=O)(=O)c1nnc(NC(=O)c2ccco2)s1
(8) CC1(C)CC(=O)C(CCCN2C(=O)c3ccccc3C2=O)C(=O)C1
(9) NS(=O)(=O)c1ccc(N=Cc2c(O)n(-c3nccs3)c(=O)c3ccccc23)cc1
(10) COc1ccc(OC)c(C(C)NC(=S)Nc2ccc(S(=O)(=O)Nc3ncccn3)cc2)c1 (configuration not stated)

assay / compound	1	2	3	4	5	6	7	8	9	10
Bcl-xL primary	-1	5	0	3	0	1	7	2	8	8
Yeast superoxide	118	111	106	110	103	104	142	75	93	97
Fam108B counter	-4	-4	-1	4	-3	1	0	-1	-2	-3
ZTA counter	-1	-18	6	-21	10	4	6	-5	1	12
EBNA-1 inhibitor	-3	-5	-6	-8	-6	8	12	0	-10	-2
Efflux pump mplx	0.7	0.3	0.4	0.3	0.1	0.0	0.0	-0.2	0.0	-0.1
MCL1-BIM inh	4	1	-1	-1	0	-3	1	-1	-4	6
MEX-5 binding	-0.8	0.5	0.5	0.0	-1.6	-0.7	-0.9	-1.9	2.9	0.7
GLD-1 TGE inh	-6	6	2	4	-1	-5	5	4	3	3

One compound at a time (already shown):
CN=C(Nc1cc(C)nn1-c1ccccc1)c1ccc(F)cc1 as listed: Bcl-xL primary: 5; Yeast superoxide: 111; Fam108B counter: -4; ZTA counter: -18; EBNA-1 inhibitor: -5; Efflux pump mplx: 0.3; MCL1-BIM inh: 1; MEX-5 binding: 0.5; GLD-1 TGE inh: 6
FC(F)(F)c1ccc(N2CCOCC2)c(NC2=NCCCCC2)c1 as listed: Bcl-xL primary: 3; Yeast superoxide: 110; Fam108B counter: 4; ZTA counter: -21; EBNA-1 inhibitor: -8; Efflux pump mplx: 0.3; MCL1-BIM inh: -1; MEX-5 binding: 0.0; GLD-1 TGE inh: 4
CC1(C)CC(=O)C(CCCN2C(=O)c3ccccc3C2=O)C(=O)C1 as listed: Bcl-xL primary: 2; Yeast superoxide: 75; Fam108B counter: -1; ZTA counter: -5; EBNA-1 inhibitor: 0; Efflux pump mplx: -0.2; MCL1-BIM inh: -1; MEX-5 binding: -1.9; GLD-1 TGE inh: 4

Further compounds.
(11) COc1ccc(OC)c(NC(=O)CSc2nc(=O)n(CCN3CCOCC3)c3c2CCCC3)c1
(12) O=C(C1CCCN(Cc2ccccc2F)C1)N1CCc2ccccc2C1 (configuration not stated)
(13) C/C(N)=C(/C#N)C(=O)CSc1nc(-c2ccccc2)c(-c2ccccc2)o1
(14) CC(=O)Nc1cccc(NC(=O)c2c(-c3c(Cl)cccc3Cl)noc2C)c1
(15) O=C(O)CC(c1cccc2ccccc12)N1Cc2ccccc2C1=O (configuration not stated)
(16) Cn1cnnc1SCC(=O)N1CCc2ccccc21
(17) COc1ccc(-c2cc(C(=O)N3CCN(C(c4ccccc4)c4ccccc4)CC3)no2)cc1OC
(18) COCC(=O)Nc1ccc(Br)cc1
(19) CC(=O)Nc1ccc(S(=O)(=O)NCc2cccnc2)cc1
(20) Cc1ccc(C)c(OCC(=O)Nc2cc(NC(=O)COc3cc(C)ccc3C)cc(C(=O)O)c2)c1

assay / compound	11	12	13	14	15	16	17	18	19	20
Bcl-xL primary	-1	1	20	6	6	-4	4	3	8	9
Yeast superoxide	108	100	97	103	99	89	84	95	106	108
Fam108B counter	2	-2	4	0	1	0	-5	-1	5	-13
ZTA counter	-9	2	-16	9	6	-15	0	1	-5	12
EBNA-1 inhibitor	0	9	2	12	-4	5	2	-5	-4	-8
Efflux pump mplx	0.1	-0.1	0.0	-0.1	0.2	0.0	0.0	0.0	-0.1	0.3
MCL1-BIM inh	-6	-2	26	4	-10	0	-1	-2	3	6
MEX-5 binding	1.6	0.2	-4.3	2.0	-1.2	-2.6	-2.1	-0.9	-0.6	-3.6
GLD-1 TGE inh	1	-6	11	5	-8	2	2	-2	10	3

(21) Cc1ccc(C(=O)OC2OC(=O)C(Cl)=C2N2CCOCC2)cc1 (configuration not stated)
(22) O=C(CSc1nc2ccccc2s1)N/N=C/c1ccccc1C(=O)O
(23) CCCCCCCOC1(c2ccccc2)OC(=O)c2ccccc21 (configuration not stated)
(24) Cc1ccc(C(=O)c2cc([N+](=O)[O-])ccc2N2CCCCC2)cc1
(25) COc1ccc(NC(=O)c2ccc3c(c2)NC(=O)CO3)cc1OC
(26) CN1CCN(C(=O)C(Cc2ccccc2)NS(=O)(=O)c2ccc3c(c2)CCC(=O)N3)CC1 (configuration not stated)
(27) CC(=O)c1ccc(OC(C)C)c(CN2CCCCC2)c1
(28) O=C(Nc1ccccc1N1CCCC1)c1cccc(Cl)c1Cl
(29) O=C(COC(=O)C1CCN(S(=O)(=O)c2cccs2)CC1)NCc1ccccc1
(30) CN(C)c1ccc(C(=O)OCC(=O)Nc2ccc(S(N)(=O)=O)cc2)cc1

assay / compound	21	22	23	24	25	26	27	28	29	30
Bcl-xL primary	-2	2	9	4	6	-3	1	5	0	-6
Yeast superoxide	112	91	94	99	96	93	99	78	113	102
Fam108B counter	1	2	2	0	3	-2	-2	2	4	-16
ZTA counter	-13	-16	-2	10	1	-4	5	-5	1	44*
EBNA-1 inhibitor	-9	-5	-5	3	-9	1	-3	4	-2	34*
Efflux pump mplx	0.1	0.0	-0.1	-1.8	0.5	-0.1	0.0	0.0	-0.1	0.0
MCL1-BIM inh	-2	-3	6	6	-1	1	3	10	-22	-25
MEX-5 binding	-0.9	-1.6	-1.2	1.6	1.3	.	3.8	0.7	1.8	0.9
GLD-1 TGE inh	1	8	3	2	7	0	8	1	-7	2

(31) CCC(CC)C(=O)Nc1nnc(-c2cccs2)s1
(32) Cc1ccc2c(c1)Oc1ccc(NC(=O)CCCl)cc1C(=O)N2
(33) Cc1cc(C(=O)CSc2nc(N)cc(=O)[nH]2)c(C)n1CCc1ccc(Cl)cc1
(34) Cc1ccc(CNC(=O)CSc2nnnn2C)cc1
(35) O=C(Nn1cnc2ccccc2c1=O)c1ccccc1F
(36) Cc1ccc(CNC(=O)c2ccc(C#CC(C)(C)O)s2)cc1
(37) CC(=O)c1cccc(NC(=S)N2CCN(S(C)(=O)=O)CC2)c1
(38) COc1cc(C)nc(N2CCC(C(N)=O)CC2)n1
(39) Cc1ccc(Nc2nc(NCCO)nc(N3CCCC3)n2)cc1
(40) CCN(c1ccccc1)S(=O)(=O)c1ccc(OC)c(NC(=O)COc2ccc(C(C)=O)cc2)c1

assay / compound	31	32	33	34	35	36	37	38	39	40
Bcl-xL primary	0	7	4	7	2	4	5	2	6	-3
Yeast superoxide	98	102	105	99	108	92	99	81	93	102
Fam108B counter	4	-2	4	2	4	2	-2	1	0	4
ZTA counter	-7	-10	1	8	-11	-23	5	8	-2	19
EBNA-1 inhibitor	-3	14	3	7	-3	-7	2	8	3	7
Efflux pump mplx	-0.1	-0.1	0.1	0.0	-0.1	-0.1	0.0	-0.7	-0.1	0.1
MCL1-BIM inh	2	8	4	9	-1	10	8	10	7	-1
MEX-5 binding	-1.6	-1.0	-1.8	0.3	2.6	0.0	1.0	1.2	-0.4	3.4
GLD-1 TGE inh	6	2	4	6	-4	-2	-3	5	4	6

(41) C/C(=N\NC(=O)c1cc(-c2ccco2)nc2ccccc12)c1cccnc1
(42) CN(CCO)c1ncnc2nc[nH]c12
(43) CCC(=O)Nc1ccc(C(=O)NNC(=O)c2cc(OC)c(OC)c(OC)c2)cc1
(44) ONC(=Nc1ccccc1Cl)c1c(F)cccc1F
(45) O=C(N/N=C/c1ccc(OC(F)F)cc1)c1cc[n+]([O-])cc1
(46) CCC(C)(C)C1CCC2(CC1)NC(=O)N(CC(=O)N(C)Cc1ccc3c(c1)OCCO3)C2=O (configuration not stated)
(47) CC(C)CN1C(=O)c2ccc(C(=O)NCc3ccccn3)cc2C1=O
(48) O=C(Cn1ccc([N+](=O)[O-])n1)NCCc1c[nH]c2ccccc12
(49) CC(=O)Nc1ccc(S(=O)(=O)N2CCN(c3ccc(C)c(Cl)c3)CC2)cc1
(50) COC(=O)c1cnn(-c2nc3c(C)cccc3s2)c1C
(51) CCc1c(C(=O)NNC(=S)NCc2ccccc2)csc1C

assay / compound	41	42	43	44	45	46	47	48	49	50	51
Bcl-xL primary	10	3	3	9	1	6	7	4	-1	0	5
Yeast superoxide	92	97	95	88	83	109	105	101	78	100	105
Fam108B counter	-3	1	0	6	0	.	9	0	-3	3	1
ZTA counter	-16	6	-10	5	1	10	-9	7	4	12	-17
EBNA-1 inhibitor	-4	6	0	13	1	.	0	-3	-11	-6	-6
Efflux pump mplx	0.1	0.0	0.0	-0.2	-0.3	0.0	-3.0	0.0	0.0	0.1	-0.2
MCL1-BIM inh	6	0	5	7	13	-1	1	0	-2	4	8
MEX-5 binding	1.1	0.8	2.6	1.5	-3.7	.	-0.8	1.6	0.9	-2.9	2.5
GLD-1 TGE inh	6	21	-3	1	1	1	10	-3	7	5	-2

3 entries out of the list, sorted by molecular weight, highest first:
(49) CC(=O)Nc1ccc(S(=O)(=O)N2CCN(c3ccc(C)c(Cl)c3)CC2)cc1
(41) C/C(=N\NC(=O)c1cc(-c2ccco2)nc2ccccc12)c1cccnc1
(51) CCc1c(C(=O)NNC(=S)NCc2ccccc2)csc1C

assay / compound	49	41	51
Bcl-xL primary	-1	10	5
Yeast superoxide	78	92	105
Fam108B counter	-3	-3	1
ZTA counter	4	-16	-17
EBNA-1 inhibitor	-11	-4	-6
Efflux pump mplx	0.0	0.1	-0.2
MCL1-BIM inh	-2	6	8
MEX-5 binding	0.9	1.1	2.5
GLD-1 TGE inh	7	6	-2

Hits appear at their usual frequency. Share with any hit: about 2.3%.
